# Assay outcomes from PubChem.
# LmPK inh = blocks Leishmania mexicana pyruvate kinase activity | purified LmPK, Kinase-Glo ATP luminescence, 1 h | Potency, µM (highest dose often 57.5 µM), for the others: at the highest dose activity change, negative = inhibition, most hits filed as inhibitors | 0.37% of 290,000 active | AID 1721; note: potency is the fitted concentration of half-maximal effect; % is set by controls: 0 for no effect and ±100 for the full control effect
# Target sequence (Q27686 whole entry, looked up): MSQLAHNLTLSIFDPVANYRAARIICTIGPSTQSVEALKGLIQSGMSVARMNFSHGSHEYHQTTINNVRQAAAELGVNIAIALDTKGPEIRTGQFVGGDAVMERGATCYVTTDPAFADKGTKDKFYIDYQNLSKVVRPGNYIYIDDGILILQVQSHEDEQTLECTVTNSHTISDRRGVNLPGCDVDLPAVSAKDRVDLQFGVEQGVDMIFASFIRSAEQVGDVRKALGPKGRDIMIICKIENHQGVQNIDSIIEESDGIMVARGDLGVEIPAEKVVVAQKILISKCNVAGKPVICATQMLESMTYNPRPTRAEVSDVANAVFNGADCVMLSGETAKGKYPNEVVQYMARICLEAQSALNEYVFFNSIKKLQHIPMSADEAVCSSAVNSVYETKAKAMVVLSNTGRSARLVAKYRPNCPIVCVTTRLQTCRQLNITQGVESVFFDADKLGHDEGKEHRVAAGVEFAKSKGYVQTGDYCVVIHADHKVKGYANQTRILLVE
#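 0.1 nM LmPK, 0.5 mM PEP, 0.1 mM ADP; 50 mM imidazole pH 7.2, 7 mM MgCl2, 50 mM KCl; 1 h RT. Kinase-Glo luminescence readout, normalized to no-enzyme (full inhibition) and uninhibited wells.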
# Pf growth 48h = P. falciparum growth inhibition at 48 hours (one generation); P. falciparum luciferase growth in erythrocytes, 48 h; Potency, µM (top dose mostly 28.7 µM), for inactives: top-dose activity change, negative = inhibition, actives largely listed as inhibitors; 5.9% of 310,000 active; note: potency is the fitted concentration of half-maximal effect; % is set by controls: 0 for no effect and ±100 for the full control effect
#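 In quantitative HTS format, infected erythrocytes bearing luciferase-reporter parasites were treated for a single generation at 37 C. Luminescence after adding detection reagent served as the growth measure.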
# AmpC no deterg = inhibitors of E. coli AmpC beta-lactamase without detergent; AmpC nitrocefin hydrolysis, absorbance 480 nm, 0.0001% Triton; Potency, µM (doses to about 57.1 µM), without a hit: at the top dose activity change, negative = inhibition, usual class: inhibitors; 0.52% of 330,000 active; P00811;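 note: potency is the fitted concentration of half-maximal effect; plate controls were no compound for no effect and no enzyme for full effect; nearly all actives have a fitted effect of over 20% in size; some results filed as inactive show a strong effect at the top dose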
# Target sequence (P00811 whole entry, looked up): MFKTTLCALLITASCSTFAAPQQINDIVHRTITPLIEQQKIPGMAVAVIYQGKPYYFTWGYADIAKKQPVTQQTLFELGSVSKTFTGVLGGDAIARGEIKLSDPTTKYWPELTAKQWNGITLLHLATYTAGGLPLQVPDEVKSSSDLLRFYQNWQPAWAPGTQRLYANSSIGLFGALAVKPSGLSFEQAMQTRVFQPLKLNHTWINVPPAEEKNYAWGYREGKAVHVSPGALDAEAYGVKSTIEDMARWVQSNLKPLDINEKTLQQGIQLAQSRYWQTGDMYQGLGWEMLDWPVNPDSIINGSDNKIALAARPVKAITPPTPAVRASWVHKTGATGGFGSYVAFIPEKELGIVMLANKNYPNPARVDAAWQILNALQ
#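 AmpC (5.3 nM in the dispensed reagent) in 20 mM phosphate pH 7.0 with 0.01% (detergent screen) or 0.0001% Triton X-100 was preincubated with compounds for 15 min at room temperature. Nitrocefin was then added from an 800 uM solution, and hydrolysis was followed at 480 nm.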
# Pf growth 96h = P. falciparum growth inhibition at 96 hour, primary screen for plastid delayed-death inhibitors | P. falciparum luciferase reporter growth, 96 h | Potency, µM (doses to about 28.7 µM), without a hit: at the top dose activity change, negative = inhibition, usual class: inhibitors | 6.9% of 320,000 active; note: potency is the fitted concentration of half-maximal effect; % is set by controls: 0 for no effect and ±100 for the full control effect
#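 Delayed-death screen, second-generation endpoint: infected erythrocytes, 2% hematocrit, 0.05% parasitemia final; 96 hours at 37 C, 5% CO2; luciferase detection reagent; luminescence decrease equals reduced growth.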
# Shiga inhibitor = inhibitors of Shiga toxin in Vero cells; Vero cells, Shiga toxin protein synthesis inhibition reporter; inhibition, % at 38.7 µM; 9.2% of 290,000 active; in the data active = inhibition mostly above about 28%, no sharp cut-off; inactive = mostly below about 43%; note: 0% is about no effect
# CHX counter = affects cycloheximide protein synthesis inhibition readout, counter-screen; 12% of 300,000 active; cell reporter, cycloheximide protein synthesis inhibition counterscreen; AID 2314; max response, %; in the data active = max response mostly above about 13%, no sharp cut-off; inactive = mostly below about 14%; note: read at 38.3 µM for the half of the compounds with a filed dose; 0% is about no effect
# Tb PYK inh = inhibitors of Trypanosoma brucei pyruvate kinase; Q57TT1; TbPYK enzyme, Kinase-Glo Plus ATP luminescence, 45 min; Potency, µM (highest dose often 76.8 µM), without a hit: at the top dose activity, negative = inhibition, usual class: inhibitors; 0.12% of 410,000 active; note: potency is the fitted concentration of half-maximal effect; % is set by controls: 0 for no effect and ±100 for the full control effect; nearly all actives have a fitted effect of over 50% in size
#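 Quantitative HTS: titrated library compounds versus trypanosomal pyruvate kinase in TEA buffer (pH 7.2) containing KCl, MgCl2, BSA and Tween-20. Reactions were initiated with ADP, 130 uM final. Kinase-Glo Plus luminescence was read after 45 min at RT.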
# * = called active by the depositor; ? = inconclusive; nt = no result given; [ ] = dose if it differs, or a comment. Unless noted, calls come from the whole dose curve; as a rule, active = well fitted curve in the direction sought with a large enough effect; inconclusive = small, poorly fitted or top-dose-only effect, or another doubt; inactive = no such curve, though single readings can be large; an effect the other way counts as inactive or inconclusive.
SMILES,LmPK inh,Pf growth 48h,AmpC no deterg,Pf growth 96h,Shiga inhibitor,CHX counter,Tb PYK inh
Cc1ccc(-c2nnc(SCC(=O)NCC3CCCO3)nc2-c2ccc(C)cc2)cc1 (stereo not drawn),nt,15µM*,162%[activator],?,nt,nt,2%
C[C@H](NC(=O)[C@H](Cc1ccccc1)n1c(=O)[nH]c2ccccc2c1=O)C(=O)N1CCC(C(=O)O)CC1,-9%,-2%,-16%,?,-6,-4,-8%
CC(=O)Nc1ccc(SCC(=O)NNC(=O)CN(C)S(=O)(=O)c2ccc(C)cc2)cc1,nt,-19%,-14%,-5%,nt,nt,1%
CCC(C)[C@H](NC(=O)N1CCn2c1nc1ccccc12)C(=O)NCc1ccc(OC)cc1 (stereo partly drawn),11%,?,167%[activator],?,14,8,-4%
CS(=O)(=O)CCC(C(=O)Nc1ccc2c(c1)OCO2)N1Cc2ccccc2C1=O (stereo not drawn),-4%,36%[activator],18%,-20%,23,20*,9%
COc1cccc(N2CCN(Cc3nc(N)nc(N4CCCc5ccccc54)n3)CC2)c1,-3%,?,146%[activator],-8%,-12,-2,0%
O=C(CCS(=O)(=O)c1cccc2nsnc12)N1CCN(Cc2ccc3c(c2)OCO3)CC1,3%,11%,9%,?,-4,-2,-5%
CC(C)c1cc(CNC(=O)c2ccc(OC3CCN(Cc4ccccn4)CC3)cc2)on1,-4%,-2%,53%,?,-1,13,15%
Cc1ccccc1NC(=S)NCC1CCC(CNC(=S)Nc2ccccc2C)CC1 (stereo not drawn),3%,?,-23%,-19%,15,5,-5%
CN(C)c1ccc(NC(=O)c2cccc(N3C(=O)C4C5C=CC(C5)C4C3=O)c2)cc1 (stereo not drawn),1%,122%[activator],-18%,nt,144,62*,-6%
CC1CCN(C(=O)CN2C(=O)C(=O)N(C(C)C)C2=O)c2ccccc2S1 (stereo not drawn),nt,15%,49%,70%[activator],nt,nt,2%
COc1cc(NC(=O)C2CC(c3ccccc3Cl)=NO2)cc(OC)c1OC (stereo not drawn),1%,21%,33%,1%,-12,-2,3%
COc1ccccc1/C=C1/SC(=S)N(CCC(=O)Nc2cccnc2)C1=O,-8%,16%,0%,?,10*,36*,0%
CS(=O)(=O)N1CCC(C(=O)NCc2ccccc2)CC1,3%,19%,-18%,-7%,-2,-1,0%
CCC(CC)C(=O)Nc1cccc(C(=O)c2ccccc2)c1,1%,nt,-29%,?,-11,-3,-8%

# Two of the compounds above, field by field:
> CS(=O)(=O)N1CCC(C(=O)NCc2ccccc2)CC1
  LmPK inh: 3%; Pf growth 48h: 19%; AmpC no deterg: -18%; Pf growth 96h: -7%; Shiga inhibitor: -2; CHX counter: -1; Tb PYK inh: 0%
> CCC(CC)C(=O)Nc1cccc(C(=O)c2ccccc2)c1
  LmPK inh: 1%; Pf growth 48h: nt; AmpC no deterg: -29%; Pf growth 96h: ?; Shiga inhibitor: -11; CHX counter: -3; Tb PYK inh: -8%

# Further compounds.
SMILES,LmPK inh,Pf growth 48h,AmpC no deterg,Pf growth 96h,Shiga inhibitor,CHX counter,Tb PYK inh
COc1cc(C(=O)N/C(=C\c2cn(C)c3ccccc23)C(=O)N2CCOCC2)cc(OC)c1OC,-4%,-20%,155%[activator],30%[activator],-3,-5,3%
CC1(C)CC(=O)C2=C(C1)OC(N)=C(C#N)C2c1ccc[nH]1 (stereo not drawn),6%,53%[activator],31%,-6%,15,1,-1%
NS(=O)(=O)c1ccc(-c2ccc(/C=C3\NC(=S)NC3=O)o2)cc1,-2%,5%,-17%,5%,-6,-2,?
Cc1nc2sc3c(c2c(=O)n1/N=C/c1cccnc1)CCCC3,9%,?,-4%,?,-6,-2,4%
O=C1CCc2cc(S(=O)(=O)Nc3ccccc3Cl)ccc2N1,nt,-5%,-23%,36%[activator],nt,nt,2%
O=C(CCS(=O)(=O)c1ccc(Cl)cc1)NCCN1C(=O)S/C(=C\c2ccccc2F)C1=O,1%,-9%,4%,-11%,67*,34*,-6%
Cc1cc(=O)[nH]c(Nc2cccc(Br)c2)n1,3%,24%,-35%,?,-11,-2,-11%
CCn1c(SCCN2CCOCC2)nc2c1c(=O)n(C)c(=O)n2C,-2%,-6%,-12%,?,nt,1,-2%
CCOc1ccc(N(CC(=O)N2CCN(c3ccccc3OC)CC2)S(=O)(=O)c2ccc(C)cc2)cc1,-1%,?,2%,12µM*,-6,-3,3%
COc1cccc(OCc2cc(C3Nc4ccccc4C(=O)N3Cc3ccco3)ccc2OC)c1 (stereo not drawn),0%,8.3µM*,-56%,-7%,14,8,-1%
CC1C=CCC2C(=O)N(c3ccc(OC(=O)c4cccs4)cc3)C(=O)C12 (stereo not drawn),3%,?,-27%,15%,2,1,5%
Cc1nn(CSc2c(F)c(F)c(F)c(F)c2F)c(C)c1[N+](=O)[O-],nt,-25%,-20%,7%,nt,nt,7%
CCn1c(N)nc2ccccc21,-8%,27%,-20%,35%[activator],40,15,-8%
CCOC(=O)C1CCCN(Cc2ccc(OCC)cc2)C1 (stereo not drawn),2%,nt,-12%,31%[activator],-5,1,3%
COc1ccc(OC)c(Nc2nc(N)nc(-c3cc4ccccc4o3)n2)c1,0%,?,-1%,nt,0,-1,-2%
CN1CCN(CCNC(=O)Nc2ccc(Cl)cc2)CC1,2%,20%,-25%,?,-5,11,-8%
C/C(=N\NC(=O)Cc1ccc(Cl)c(Cl)c1)c1cccnc1,3%,4%,-16%,-24%,-8,1,-3%
COc1cccc(NC(=O)Cn2c(=O)c3c(ncn3Cc3ccccc3)n(Cc3ccccc3)c2=O)c1,1%,nt,-11%,0.83µM*,16,18,-1%
Cc1ccccc1NC(=O)CNc1ccccc1C(=O)NCc1ccco1,1%,nt,-24%,?,-18,0,-4%
CC(=O)Nc1ccc(NC(=O)C(C)OC(=O)c2ccc(N(C)C)cc2)cc1 (stereo not drawn),7%,-21%,-8%,-18%,4,6,5%
CCOC(=O)c1cc(C#N)c(N2CCCC2)nc1-c1ccccc1,3%,?,-9%,?,-8,-5,-4%
O=c1cc(-c2ccc(Cl)cc2)nc(N2CCN(c3ccccc3)CC2)[nH]1,-7%,-10%,-11%,9%,-10,9,6%
N#C/C(=N/Nc1ccc(S(=O)(=O)N2CCOCC2)cc1)C(N)=O,-1%,-6%,1%,39%[activator],-9,-3,-11%
O=[N+]([O-])c1cccc(NNS(=O)(=O)c2ccccc2F)c1,-1%,40%[activator],-51%,28%,-8,1,-6%
NC(=O)c1ccccc1NC(=O)CCc1ccccc1,0%,nt,-22%,78%[activator],52,29*,-10%
C=CCSC(CC)(CC)C(N)=O,-4%,22%,-5%,72%[activator],5,-3,-5%
Cc1cc(Br)ccc1NC(=O)CN1C(=S)NC(C)(C)CC1C (stereo not drawn),-2%,?,-1%,67%[activator],-13,-1,-26%
O=C(c1cccs1)N1CCCC(c2nc3c(nnn3Cc3ccc(F)cc3)c(=O)[nH]2)C1 (stereo not drawn),-2%,?,-21%,0%,1,-2,2%
O=C(c1ccccc1F)N1CCN(S(=O)(=O)c2ccc(S(=O)(=O)N3CCCCCC3)cc2)CC1,1%,12µM*,0%,-4%,4,-2,0%
CC(=O)N1N=C(c2ccco2)CC1c1cc2ccc(C)cc2nc1Cl (stereo not drawn),2%,-6%,9%,1%,35,1,-15%
Cn1c(N)c(C(=O)CSc2nc(C3CC3)n(-c3ccccc3)n2)c(=O)n(C)c1=O,nt,?,-1%,?,nt,nt,-8%
Cc1sc(NC(=O)c2ccco2)c(C(c2cccnc2)N2CCCC2)c1C (stereo not drawn),-2%,12µM*,39%,10µM*,15,18,-13%
COc1ccc(C(=O)N2CCc3ccccc32)cc1,-7%,11%,-16%,-29%,46*,30*,-11%
CCN1CC=C2C(C#N)=C(N)C(C#N)(C#N)C(CCc3ccccc3)C2C1 (stereo not drawn),-3%,10µM*,-13%,10µM*,-41,-2,-1%
CCOC(=O)C1=C(C)NC(C)=C(C(=O)OCC)C1C(=O)OCC(=O)N(C)C,0%,56%[activator],0%,0%,-6,1,-2%
CCOc1cc(S(=O)(=O)NCc2ccncc2)c(C)cc1C,0%,-30%[5.75 µM],0%[2.29 µM],-3%,7,-2,-5%
O=C(O)c1ccccc1NN=C1CCCCC1,0%,123%[activator],-22%,119%[activator],110*,57*,0%
CN(CC(=O)N1CCCCCC1)S(=O)(=O)c1ccccc1,-7%,64%[activator],2%,?,69*,34*,-3%
Cn1cccc1C(C(=O)NC1CCCCC1)N(C(=O)Cc1cccs1)C1CC1 (stereo not drawn),1%,nt,-17%,nt,-2,-3,0%
O=C(/C=C/c1ccco1)Nc1ccc(S(=O)(=O)N2CCOCC2)cc1,2%,-29%,-38%,-4%,5,-2,-9%
Cc1ccc(C(=O)c2cc(C)sc2NC(=O)CN2CCN(C(=O)c3ccco3)CC2)cc1,-2%,1.3µM*,134%[activator],7%,-12,-4,5%
CCN(CC)S(=O)(=O)c1ccc(N2CCOCC2)c(NC(=O)Cc2cccc3ccccc23)c1,4%,13µM*,22%,3.7µM*,5,-2,4%
CCN1CCN(C(=O)NC2CC(=O)N(c3ccc(OC)cc3)C2)CC1 (stereo not drawn),10%,2%,-13%,?,-2,-1,6%
CCOc1ccc(OCC(O)CN2CCN(S(=O)(=O)c3cccc(C(F)(F)F)c3)CC2)cc1 (stereo not drawn),-2%,-79%[0.00184 µM],108%[activator],-29%,32,-3,8%
COc1ccccc1NC(=S)Nc1cccc(F)c1,-3%,10%,-11%,?,1,1,2%

# Full records, looked up by structure. Order of screens: LmPK inh, Pf growth 48h, AmpC no deterg, Pf growth 96h, Shiga inhibitor, CHX counter, Tb PYK inh
# Record of O=C(O)c1ccccc1NN=C1CCCCC1 = 0%, 123%[activator], -22%, 119%[activator], 110*, 57*, 0%
# Record of COc1ccc(C(=O)N2CCc3ccccc32)cc1 = -7%, 11%, -16%, -29%, 46*, 30*, -11%
# Record of CCOc1cc(S(=O)(=O)NCc2ccncc2)c(C)cc1C = 0%, -30%[5.75 µM], 0%[2.29 µM], -3%, 7, -2, -5%
# Record of Cc1ccc(C(=O)c2cc(C)sc2NC(=O)CN2CCN(C(=O)c3ccco3)CC2)cc1 = -2%, 1.3µM*, 134%[activator], 7%, -12, -4, 5%

# Carrying on:
SMILES,LmPK inh,Pf growth 48h,AmpC no deterg,Pf growth 96h,Shiga inhibitor,CHX counter,Tb PYK inh
C/C(CC(=O)Nc1cccc(Cl)c1)=N\NC(=O)Cc1ccc(Cl)cc1,0%,-8%,-26%,?,-7,-3,-2%
Cc1cc(=O)oc2ccc(OC(=O)CC(C)C)cc12,-2%,24%,-8%,2%,17,-2,2%
COCCCN(C(=O)Cc1csc(-c2cccc(Cl)c2)n1)c1c(N)n(Cc2ccccc2)c(=O)[nH]c1=O,nt,?,-1%,?,nt,nt,-5%
CC(=O)c1cnc(Nc2cccc(C)c2)s1,-24%,122%[activator],-24%,53%[activator],119*,48*,-13%
CC(=O)c1ccc(OCCCC(=O)N(CCC2=CCCCC2)c2c(N)n(Cc3ccccc3)c(=O)[nH]c2=O)cc1,nt,?,-3%,?,nt,nt,-4%
COCCOc1nc2c(c(=O)n(C)c(=O)n2C)n1Cc1cccc(OC)c1,-4%,nt,26%,?,-6,9,4%
